# Assay outcomes (PubChem BioAssay)
# Hck Nef HTS = blocks Nef-activated human Hck kinase. P08631. Recombinant Hck-YEEI plus Nef, Z-Lyte FRET kinase assay. inhibition, % at 20 µM. 220,000 compounds, 0.68% hits. AID 463187;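 active = Hck-Nef kinase inhibition above about 50%, limit read from the data; inactive = inhibition below that limit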;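 note: 0% = DMSO with Hck plus Nef and 100% = Hck alone without Nef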
# Tb hexokinase = blocks Trypanosoma brucei hexokinase 1 activity; recombinant TbHK1, G6PDH-coupled NADH A340; inhibition, % at 10 µM; 220,000 compounds, 0.11% hits;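 active = inhibition of 50% or more in the single-dose primary screen; inactive = inhibition below 50%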
# eIF4E-4G inh = eIF4E/eIF4G interaction inhibition in translation initiation; TR-FRET eIF4E-eIF4GI(517-606) binding, 2 h; P63073+Q04637; AID 782; 220,000 compounds, 0.37% hits; inhibition, % at 21.7 µM;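 active = inhibition above about 30%, limit read from the data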;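 note: 0% = full FRET control wells and 100% = background wells lacking eIF4GI fragment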
# Target sequence (P63073 whole entry, looked up, the tested form may be a part): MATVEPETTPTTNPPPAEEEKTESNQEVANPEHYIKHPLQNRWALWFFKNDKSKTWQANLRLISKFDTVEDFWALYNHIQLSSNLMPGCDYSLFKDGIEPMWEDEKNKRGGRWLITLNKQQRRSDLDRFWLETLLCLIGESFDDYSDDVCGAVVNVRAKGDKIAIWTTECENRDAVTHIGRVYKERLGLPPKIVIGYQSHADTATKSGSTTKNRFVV
# Target sequence (Q04637 whole entry, looked up, the tested form may be a part): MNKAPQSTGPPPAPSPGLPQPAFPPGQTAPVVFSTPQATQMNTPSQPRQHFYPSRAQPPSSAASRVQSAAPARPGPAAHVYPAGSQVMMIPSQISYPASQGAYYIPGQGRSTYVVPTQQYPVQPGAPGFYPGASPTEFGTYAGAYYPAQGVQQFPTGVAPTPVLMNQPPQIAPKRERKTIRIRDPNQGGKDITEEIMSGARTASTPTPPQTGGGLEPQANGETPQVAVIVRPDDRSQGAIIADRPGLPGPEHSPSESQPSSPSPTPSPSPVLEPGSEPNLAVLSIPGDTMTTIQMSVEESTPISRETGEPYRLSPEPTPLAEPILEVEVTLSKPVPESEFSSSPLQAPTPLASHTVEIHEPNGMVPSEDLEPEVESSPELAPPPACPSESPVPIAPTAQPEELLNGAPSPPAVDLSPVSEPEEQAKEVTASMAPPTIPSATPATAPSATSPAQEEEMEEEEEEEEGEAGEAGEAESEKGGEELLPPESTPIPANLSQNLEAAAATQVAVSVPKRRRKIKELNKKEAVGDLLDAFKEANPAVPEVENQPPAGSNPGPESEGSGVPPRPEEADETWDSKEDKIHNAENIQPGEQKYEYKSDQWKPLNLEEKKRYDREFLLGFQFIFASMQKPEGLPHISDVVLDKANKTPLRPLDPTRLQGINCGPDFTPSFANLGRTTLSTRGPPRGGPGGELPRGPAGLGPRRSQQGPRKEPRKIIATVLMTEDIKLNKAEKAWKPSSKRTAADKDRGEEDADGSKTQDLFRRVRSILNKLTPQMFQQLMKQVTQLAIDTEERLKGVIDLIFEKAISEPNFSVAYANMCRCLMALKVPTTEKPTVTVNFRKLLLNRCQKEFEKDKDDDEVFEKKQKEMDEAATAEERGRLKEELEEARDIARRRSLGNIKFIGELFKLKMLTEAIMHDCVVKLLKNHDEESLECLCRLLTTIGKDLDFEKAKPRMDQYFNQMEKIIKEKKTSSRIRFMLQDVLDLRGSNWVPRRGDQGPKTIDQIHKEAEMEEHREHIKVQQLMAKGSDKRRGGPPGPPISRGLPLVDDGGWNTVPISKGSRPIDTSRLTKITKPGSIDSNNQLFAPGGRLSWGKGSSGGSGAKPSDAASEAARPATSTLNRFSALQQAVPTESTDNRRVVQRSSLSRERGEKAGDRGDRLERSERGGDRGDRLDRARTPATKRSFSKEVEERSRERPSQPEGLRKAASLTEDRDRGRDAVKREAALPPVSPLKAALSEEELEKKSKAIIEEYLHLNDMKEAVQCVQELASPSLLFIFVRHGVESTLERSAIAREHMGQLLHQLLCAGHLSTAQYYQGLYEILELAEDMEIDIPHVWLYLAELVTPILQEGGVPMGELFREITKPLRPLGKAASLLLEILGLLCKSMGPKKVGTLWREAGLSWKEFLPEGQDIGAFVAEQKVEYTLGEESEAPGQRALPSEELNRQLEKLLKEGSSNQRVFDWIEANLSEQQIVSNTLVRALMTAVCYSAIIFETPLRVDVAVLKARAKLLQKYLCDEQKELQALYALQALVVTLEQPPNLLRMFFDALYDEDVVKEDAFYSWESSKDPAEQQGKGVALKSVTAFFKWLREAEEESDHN
# 14-3-3 Bad inh = disrupts binding of bovine 14-3-3 zeta to phospho-Bad peptide. P63103. TR-FRET 14-3-3zeta/Dy647-pBad peptide displacement, 1 h. inhibition, % at 21.7 µM. 220,000 compounds, 0.71% hits. AID 781;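 active = inhibition above about 70%, limit read from the data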;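 note: 0% = full 14-3-3 plus peptide FRET controls and 100% = background without 14-3-3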
# zVAD death inh = L929 zVAD cell death inhibition; 220,000 compounds, 0.38% hits; viability rescue, % at 10 µM; AID 1377; L929 zVAD necroptosis rescue, ATP luminescence, 24 h; with zVAD 60 µM;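 active = activation, scaled between plate controls, above about 75%, limit read from the data; inactive = activation under that limit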;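 note: 0% = zVAD with DMSO and 100% = DMSO alone without zVAD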
# m-calpain inh = calpain II (pig) inhibition; purified calpain II, fluorogenic peptide substrate, 30 min; inhibition, % at 16 µM; 220,000 compounds, 0.37% hits; AID 1236;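 active = inhibition above about 50%, limit read from the data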
# Rad51 HR inh = blocks human Rad51 in homologous recombination; 200,000 compounds, 0.085% hits; AID 1385; inhibition, % at 10 µM; hRad51 DNA strand exchange, fluorescence dequenching;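 active = inhibition above 40% at the single screening dose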;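 note: 0% = DMSO control wells and 100% = blanks with heterologous ssDNA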
#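 Test system: preformed human Rad51 ssDNA filaments; also added: Donor/quencher-labelled 47-bp dsDNA substrate; doses: 10 µM final, single point; times: 37 °C 15-min filament assembly, 30-min compound preincubation, 15-min exchange; detection: FRET fluorescence dequenching, excitation 485 nm, emission 520 nm; read-out basis: Fluorescence-based percent inhibition, control- and blank-normalised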
# EP2 mod = EP2 receptor (human) modulation | 260,000 compounds, 0.83% hits | P43116 | EP2-expressing cells, cAMP HTRF FRET, PGE2 co-stimulation | induction, % at 25 µM;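 active = compounds whose cAMP rise, as percent of the full-agonist control response, exceeds 60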;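 note: rat C6 glioma line stably carrying human EP2 under a CMV promoter; the protocol text gives 20 µM as final concentration; 100% = response of wells given 1 µM PGE2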
# EP2 antag = inhibitors of human EP2 prostaglandin E2 receptor; P43116; C6 glioma cells expressing human EP2, cAMP TR-FRET; cells stimulated with saturating PGE2; inhibition, % at 25 µM; 260,000 compounds, 0.52% hits; AID 1422;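 active = percent inhibition above 40 after rounding to a whole number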;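 note: rat C6 glioma host cells with rolipram phosphodiesterase inhibitor present; the protocol text gives 20 µM as final concentration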
# Numbers without * were called inactive; i = inactive; . = no result given; & = joins results of further samples; [ ] = another dose, or the depositor's remark.
# Value order – zVAD death inh	EP2 mod	14-3-3 Bad inh	Rad51 HR inh	m-calpain inh	eIF4E-4G inh	Hck Nef HTS	EP2 antag	Tb hexokinase
> Brc1ccc(C2Nc3cccc4cccc(c34)N2)s1
  0.9	23	8	-3	-33	17	0	20	-5
> Cc1nnc(SCC(=O)NC(=O)NCc2ccco2)n1Cc1ccccc1
  -0.2	10	-11	-7	-276	-9	4	8	0
> Cc1ncoc1C(=O)N1CCCC(C(=O)c2ccc(Oc3ccccc3)cc2)C1 (stereo not drawn)
  0.7	-3	-13	-20	8	3	8	4	1
> COC(=O)Nc1ccc(S(=O)(=O)N2CCN(c3ccc(F)cc3)CC2)cc1
  -0.2	-23	9	6	3	-8	0	17	-2
> O=C(CN1CCOCC1)Nc1nc2ccc([N+](=O)[O-])cc2s1
  54	12	-2	-1	4	5	16	5	-27
> COc1ccccc1C1CC(c2ccc(Br)cc2)=NN1C(=O)c1cccnc1 (stereo not drawn)
  1.8	5	-6	7	-5	0[fluorescence artefact?]	-1	8	-6
> Cc1ccc(C2CCN(C(=S)NC3CCCCC3)C2)cc1 (stereo not drawn)
  1.8	-24	-15	.	3	4	10	6	-3
> Cn1c(CCc2nc3ccccc3[nH]2)n[nH]c1=S
  2.5	43	-26	20	-37	0	29	9	3
> Cc1ccc(-n2cnc3cc(NCc4cccs4)ccc32)cc1
  1.2	14	-4[fluorescence artefact?]	-5	-50	19[fluorescence artefact?]	-1	11	-1
> COc1ccc(C(=O)CSc2nnc(CNc3nc(-c4ccccc4)cs3)n2C)cc1
  1.5	-16	6	3	-15	-20	1	8	0
> Cc1ccc(/C=C/C(=O)NCC2COc3ccccc3O2)o1 (stereo not drawn)
  1.2	-78	-4	-9	-65	8	36	9	-4
> Cc1cccc(-n2ncc3c(NCCCO)ncnc32)c1
  3.1	-7	-4[fluorescence artefact?]	6	-8	3	3	7	-5
> Cc1ccc(NC(=O)CSc2nc(O)c(Cc3ccccc3)c(=O)n2-c2ccccc2)cc1
  0.2	-4	2	-5	24	3	0	7	-1
> Cc1cccc(N(Cc2cc3ccccc3[nH]c2=O)S(=O)(=O)c2ccccc2)c1
  0.4	0	6	8	11	5[fluorescence artefact?]	2	5	2
> O=C(NCC(c1cccs1)N1CCOCC1)c1ccccc1NS(=O)(=O)c1cccc([N+](=O)[O-])c1 (stereo not drawn)
  0.1	9	11	2	-16	0	2	9	-7
> COc1ccc(Cl)cc1Nc1nc(C)cc(=O)[nH]1
  0.1	7	-4	18	-14	7	8	11	2
> Cc1ccc2nc3n(c(=O)c2c1)CCC3
  1.1	15	-4	4	-28	-4	0	2	0
> CN(C)CC/C=C1/c2ccccc2COc2ccccc21
  .	-1	5	3	22	3	.	6&6	.
> O=C(NCCC1=CCCCC1)C(=O)NCCc1ccc(Cl)cc1
  4.7	-8	-1	4	27	5	17	9	-1
> O=C(c1ccc(C#Cc2ccccc2)o1)N1CCN(c2ccccn2)CC1
  -0.2	-10	-10	-4	3	-9	2	.	-2
> COC(=O)C1=CN(CCCN2CCCC2=O)C=C(C(=O)OC)C1c1cccs1
  -0.2	-4	.	0	i	.	30	11	-12
> Cc1oc2ccccc2c1CC(=O)NCCCN(C)C
  -0.2	-9	3	15	-6	5	22	5	-8
> O=C(OCCOc1ccccc1Cl)c1ccc(-n2cnnn2)cc1
  1.5	-22	6[fluorescence artefact?]	-7	-12	1	0	15	7
> c1ccc2c(c1)C(=NCC1CCCO1)NC2=NCC1CCCO1 (stereo not drawn)
  -0.4	1	-1	-1	-29	11	4	11	-2
> Cc1ccc(CNS(=O)(=O)NCc2ccccc2)cc1
  1.1	47	11	.	3	0	-2	.	3
> CCOC(=O)CCC(=O)Nc1ccc([N+](=O)[O-])cc1C
  -0.3	0	1	1	0	3	17	10	-7
> COC(=O)c1sc(S(=O)(=O)N2CCN(CCO)CC2)c(C(=O)OC)c1C
  0.9	31	-2	2	-11	-1	-8	5	2
> Cc1ccc(C2(C)NC(=O)N(CC(=O)NC(=O)NCCC(C)C)C2=O)cc1 (stereo not drawn)
  0.3	22	2	-2	28	8	1	3	0
> Cc1cc(C)cc(NC(=O)C2CCCN2C(=O)NC2CCCCC2)c1 (stereo not drawn)
  29	15	-3	3	-3	1	18	3	-3
> C/C(=N\Nc1cccc(C(=O)O)c1)c1cc2ccccc2o1
  1.5	6	-3	11	-25	-4	-3	14	-28

# The last 3 entries of the section above open the next one.
# Value order – zVAD death inh	EP2 mod	14-3-3 Bad inh	Rad51 HR inh	m-calpain inh	eIF4E-4G inh	Hck Nef HTS	EP2 antag	Tb hexokinase
> Cc1ccc(C2(C)NC(=O)N(CC(=O)NC(=O)NCCC(C)C)C2=O)cc1 (stereo not drawn)
  0.3	22	2	-2	28	8	1	3	0
> Cc1cc(C)cc(NC(=O)C2CCCN2C(=O)NC2CCCCC2)c1 (stereo not drawn)
  29	15	-3	3	-3	1	18	3	-3
> C/C(=N\Nc1cccc(C(=O)O)c1)c1cc2ccccc2o1
  1.5	6	-3	11	-25	-4	-3	14	-28
> Cc1onc(-c2c(Cl)cccc2Cl)c1C(=O)OCC(=O)c1ccccc1
  -0.3	-14	-1	.	21	-5	20	12	6
> COc1ccc(NC(=O)CSc2nnc(C3CC3)n2N)cc1
  1.0	17	2	-2	14	2	3	5	3
> COC(=O)COc1ccc2c(=O)c(-c3ccccc3)coc2c1
  1.5	-35	2	-1	19	0	0	13	-4
> O=Cc1ccc(OCC(=O)NC(=O)NC2CCCCC2)cc1
  0.1	-4	12	3	-10	-3	7	21	-8
> COC(=O)Cn1cc(/C=N/NC(=O)COc2cccc3cccnc23)c2ccccc21
  0.4	-14	46	-1	15	12	12	4	-20
> O=C(Nc1cccc([N+](=O)[O-])c1)c1ccn[nH]1
  11	-10	-21	5	-38	-3	26	7	-4
> Cc1cc(NC(=O)Cc2cccs2)no1
  -0.1	11	5	.	-32	20	10	.	9
> O=C1CCC(=O)N1CCOP1(=O)COc2ccccc2OC1
  0.5	-15	1	2	5	8	1	5	-4
> O=C(C1CCN(S(=O)(=O)c2ccccc2)CC1)N(CCc1ccccc1)Cc1ccco1
  -0.4	23	.	-7	14	.	-3	16	11
> O=C(Nc1nccs1)c1ccccc1[N+](=O)[O-]
  0.7	31	1	.	-3	2[fluorescence artefact?]	3	0	-10
> CCOc1ccc(OCC)c(NC(=O)C2CCCN(S(=O)(=O)c3cnc[nH]3)C2)c1 (stereo not drawn)
  -0.2	17	5	0	10	0	3	16	3
> COCCn1nnnc1C(c1ccccn1)N1CCN(c2cc(C)ccc2C)CC1 (stereo not drawn)
  -0.1	-3	62	-4	-31	0[fluorescence artefact?]	1	3	-2
> COc1cccc(/C=N/NC(=O)c2ccc(-c3ccccc3)cc2)c1O
  1.1	6	-2[fluorescence artefact?]	-4	-233	-49[fluorescence artefact?]	0	14	-26
> CC(=O)Nc1ccc(NC(=O)CN(c2ccc(C(C)C)cc2)S(=O)(=O)c2ccccc2)cc1
  -0.6	5	-5	-16	-8	1	-5	6	-12
> Cc1cc(C(=O)NCc2ccco2)no1
  -0.8	6	-4	-1	3	5	-1	2	-4
> CC(C)c1ccc(N2C(=O)CC(Sc3nc4ccccc4o3)C2=O)cc1 (stereo not drawn)
  0.2	13	-4	-9	13	-7	0	9	4
> COc1ccc(Cl)cc1N(C(C)C(=O)NC1CCCC1)S(C)(=O)=O (stereo not drawn)
  1.5	9	-4	19	-2	2	12	8	-12
> O=c1cc(-c2ccccc2Cl)oc2c(NS(=O)(=O)c3ccccc3OC(F)(F)F)ccc(O)c12
  0.7	55	-4	-8	16	0	23	12	-5
> Cc1ccc(OCC(=O)Nc2sc3c(c2C#N)CCC3)cc1
  0.1	-21	2	-5	12	3	-1	14	0
> COc1cccc(CC(=O)Nc2nccs2)c1
  1.1	1	2	.	16	0	-1	5	-1
> Cc1cc(C)n(CCCC(=O)O)n1
  2.4	27	-12	-7	-4	3	20	9	-4
> COC(=O)c1ccc(C(=O)OC)c(NC(=O)CN2CCN(c3ccccc3OC)CC2)c1
  0.1	28	-13	5	-74	-26	0	3	-21
> Brc1ccc(OCCOCCOc2cccc3cccnc23)cc1
  0.8	.	.	3	.	.	0	10	1
> C=CCN(C(=O)CNC(=O)c1ccco1)C(C(=O)NC1CCCCC1)c1ccccc1 (stereo not drawn)
  -0.5	12	70	0	-21	8[fluorescence artefact?]	2	23	7
> COc1ccc(NC(=S)N2CCN(CCN=CC3=C(O)CC(c4ccccc4)CC3=O)CC2)cc1 (stereo not drawn)
  0.6	19	-14	2	11	-6	2	11	19
> Cn1nnc(NC(=O)c2cccc([N+](=O)[O-])c2)n1
  0.9	16	6	-2	-1	1	-3	7	-2
> CC(=O)Nc1cc2c(nc1C)nc(C)n2Cc1ccc(Br)cc1
  -0.2	14	20	.	-16	-11	0	.	-1
> CC(C)(C)c1nnc(NC(=O)C2CCN(c3ncccn3)CC2)s1
  -0.1	13	-1	1	3	-4	0	4	-2
> CSc1ccc(C2c3[nH]c4ccccc4c3CCN2C(=O)c2cc(C)n(C)n2)cc1 (stereo not drawn)
  1.0	-12	-9	.	-85	-1	19	5	-18
> CCc1sc(NC(=O)COC)nc1-c1ccccc1
  0.0	-14&-28	-3	5	2	-1	2	20&6	0

# (listing goes on)
# Value order – zVAD death inh	EP2 mod	14-3-3 Bad inh	Rad51 HR inh	m-calpain inh	eIF4E-4G inh	Hck Nef HTS	EP2 antag	Tb hexokinase
> C=CCn1c(SCC(=O)NC23CC4CC(CC(C4)C2)C3)nc2cc(C(=O)O)ccc2c1=O
  4.1	8	24	3	-14	-1	18	12	-4
> CC(C)Cn1c(SCC(=O)NC(=O)Nc2ccc3c(c2)OCCO3)nc2ccccc2c1=O
  2.2	3	-7	-4	47	-2[fluorescence artefact?]	4	3	-3
> Nc1cccc(CCc2nc3cc4ccccc4cc3[nH]2)c1
  2.6	-74	-12[fluorescence artefact?]	8	-6	-3	5	12	10
> CC(=O)Cc1nsc(Nc2ccc(F)cc2)n1
  0.9	-16	-14	.	-17	-3	18	9	-1
> CCNC(=O)NC(=O)CSc1cccc(C(F)(F)F)c1
  0.3	13	-11	1	14	1	-4	6	5
> CC1=C(C(=O)OCC(Br)(Br)Br)C(c2ccc(Br)cc2)NC(=O)N1CCCC(=O)O (stereo not drawn)
  3.8	17	-11[fluorescence artefact?]	8	-33	0	-1	13	6
> CC(=O)n1cc(N(C(=O)CCl)c2ccc(Cl)cc2)c2ccccc21
  49	-31	1	.	-22	2	12	9	-8
> OC1(c2ccc(Cl)cc2)CN(c2ccccc2)C2=[N+]1CCS2 (stereo not drawn)
  -1.1	68*	-1	-2	30	-4	-1	4	2
> CCOC(=O)c1[nH]c2ccccc2c1CCCN1C(=O)c2ccccc2C1=O
  0.0	52	-5	3	7	-2	0	14	-4
> Brc1ccc(-c2noc(C3CCCCC3)n2)cc1
  -0.5	-1	5	.	14	5	7	4	5
> Cc1nn(CCO)c(C)c1Oc1ccccc1O
  -0.1	12	-1	4	9	3	3	6	6
> COc1ccc(-n2nc(C(=O)NCC(=O)NCc3ccccc3OC)c3ccccc3c2=O)c(OC)c1
  -0.4	10	-14	25	-38	3	-13	10	-7
> Cc1oc(C2CC2)cc1C(=O)O
  -0.1	1&6	-5	-3	21	-2	-1	7&15	28
> CN1/C(=C\C(=O)c2ccccc2Cl)c2ccccc2CC1(C)C
  0.9	-77	-24[fluorescence artefact?]	7	13	-6	1	9	26
> COc1ccc(NC(=O)CSc2nnc(-c3ccccc3C)n2C)cc1
  0.2	12&7	6	1	-4	-2	1	6&17	4

# These rows are one share of the data; the hit share may differ from the screen's.
